rCAG RNA binder – molecules binding r(CAG) RNA repeats. r(CAG) RNA repeat, TO-PRO-1 dye displacement fluorescence. inhibition, % at 3 µM. 370,000 compounds, 1.3% hits. AID 651821;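 active = inhibition above the plate cutoff, the mean of all test compounds on that plate plus 3 SD, cut at about 35% in these data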;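 note: 0% = DMSO alone and 100% = 100 µM mitoxantrone as full dye displacement; higher means more dye released from RNA so lower well fluorescence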
TCR-CD3 inh – inhibitors of human TCR-CD3 interaction; TAMRA-labeled TCR probe fluorescence, biochemical; inhibition, % at 9.4 µM; 360,000 compounds, 0.37% hits; AID 651800; in the data active = inhibition above about 19%;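 note: recombinant mutant TCR 2C K166C tagged with TAMRA read by polarization; 0% = receptor in buffer alone and 100% = receptor with positive control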
UHRF1 MBD2 ctr – UHRF1 methyl-DNA binding inhibition; Q96T88; UHRF1 binding to methylated oligo, TR-FRET; inhibition, % at 4.4 µM; 370,000 compounds, 0.75% hits; AID 687016; in the data active = inhibition above about 21%;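 note: UHRF1 SRA domain binding a hemimethylated CpG hairpin DNA probe; 0% = median of test compound wells and 100% = reference inhibitor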
PG9 Ab binder – small molecules binding HIV-1 gp120 antibody PG9 | TR-FRET gp120-PG9 antibody binding | inhibition, % at 6.7 µM | 360,000 compounds, 0.43% hits | AID 624416; in the data active = inhibition above about 8.5%
PRMT1 FP inh – inhibitors of human PRMT1; recombinant PRMT1, activity-based probe fluorescence polarization; 370,000 compounds, 1.3% hits; inhibition, % at 2.79 µM;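 active = inhibition above about 21% made by adding two undisclosed values, limit read from the data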
Target sequence (Q99873 whole entry, looked up): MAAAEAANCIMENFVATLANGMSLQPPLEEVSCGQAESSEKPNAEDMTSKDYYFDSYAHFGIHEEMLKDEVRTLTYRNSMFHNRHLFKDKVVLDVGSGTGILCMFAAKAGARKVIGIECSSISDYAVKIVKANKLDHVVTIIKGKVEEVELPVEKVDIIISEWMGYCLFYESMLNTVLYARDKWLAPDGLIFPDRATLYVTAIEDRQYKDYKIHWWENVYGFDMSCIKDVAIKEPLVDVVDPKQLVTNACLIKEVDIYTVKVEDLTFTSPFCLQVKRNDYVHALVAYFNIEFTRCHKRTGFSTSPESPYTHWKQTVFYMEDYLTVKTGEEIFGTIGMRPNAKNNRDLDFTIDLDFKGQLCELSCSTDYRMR
MBD2 DNA inh – inhibitors of human MBD2 binding to methylated oligonucleotide. TR-FRET. inhibition, % at 4.4 µM. 370,000 compounds, 0.31% hits; in the data active = inhibition above about 13%
Rev-erbA mod – modulates human Rev-erb alpha binding to DNA; P20393; Rev-erbα–FITC-DNA binding, fluorescence polarization, 90 min; activity, % at 10 µM; 370,000 compounds, 0.79% hits; AID 1259318;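 active = activity above about 14%, limit read from the data; passing the limit was not always enough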;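 note: 0% = DMSO wells with 35 nM protein and 100% = DMSO wells with 750 nM protein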
HTRA1 inh – blocks human HTRA1 serine peptidase; Q92743; recombinant HTRA1, FP-rhodamine activity-based probe, fluorescence polarization; inhibition, % at 5.96 µM; 340,000 compounds, 0.5% hits; AID 504803; in the data active = inhibition above about 36%;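 note: 0% = enzyme with DMSO and 100% = wells lacking enzyme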
ABHD4 inh – inhibitors of mouse ABHD4; purified mABHD4, FP-Rh probe fluorescence polarization; inhibition, % at 8.92 µM; 370,000 compounds, 0.54% hits;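 active = inhibition exceeding the mean over every tested compound plus 3 SD, cut at about 30% in these data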;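 note: 0% = plate median of compound wells and 100% = S159A mutant with DMSO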
Target sequence (Q8VD66 whole entry, looked up): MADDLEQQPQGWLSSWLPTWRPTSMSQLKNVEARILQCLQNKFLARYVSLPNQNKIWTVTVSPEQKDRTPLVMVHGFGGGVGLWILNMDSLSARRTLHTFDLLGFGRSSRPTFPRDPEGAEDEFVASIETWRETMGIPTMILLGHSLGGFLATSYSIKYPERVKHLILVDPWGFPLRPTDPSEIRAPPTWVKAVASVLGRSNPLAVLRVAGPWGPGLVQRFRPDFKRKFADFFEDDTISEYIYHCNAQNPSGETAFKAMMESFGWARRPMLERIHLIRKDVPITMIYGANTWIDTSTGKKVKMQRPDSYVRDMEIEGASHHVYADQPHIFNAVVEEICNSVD
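system = mouse ABHD4 enzyme, wild type | medium = HEPES pH 7.0, NaCl, Pluronic buffer | also added = FP-Rh probe | incubation = Enzyme–compound pre-incubation 45 min, then probe 60 min, both 25 °C | technique = fluorescence polarization, excitation 525 nm, emission 598 nm, BODIPY TMR filters | controls = S159A mutant high control, sample median low control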
LEDGF integ inh – blocks HIV-1 LEDGF/p75-dependent DNA integration; TR-FRET IN-LEDGF/p75 DNA integration, Eu/Cy5; inhibition, % at 3.7 µM; AID 743269; 370,000 compounds, 0.64% hits;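 active = inhibition above the screen-wide mean plus 3 SD, cut at about 13% in these data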;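 note: signal is the Cy5 over europium emission ratio at 671 and 618 nm; 0% = plate median of compound wells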
* marks the source's active call; other numbers are inactive results; . = not tested or not shown. Not all compounds are listed; rates above refer to the full screens.

Each structure is followed by: rCAG RNA binder	TCR-CD3 inh	UHRF1 MBD2 ctr	PG9 Ab binder	PRMT1 FP inh	MBD2 DNA inh	Rev-erbA mod	HTRA1 inh	ABHD4 inh	LEDGF integ inh
Cn1c(CC(=O)Nc2ccc(Cl)cc2)nnc1SCC(=O)N1CCOCC1
 : -5	1	-2	-1.6	-1	1	-5	0	-5	2
Cc1cc(=O)[nH]c(N/N=C/c2ccc(Cl)cc2Cl)n1
 : 1	0	2	-0.9	6	3	-10	7	6	-3
Cc1cc(N2C(=O)C(O)=C(C(=O)c3cccs3)C2c2cccc(Br)c2)no1 (stereo not given)
 : -1	4	-1	-0.4	0	-3	4	9	-3	-3
CCOC(=O)[C@@H]1CSCCS(=O)(=O)N1C(=O)[C@H](CC(C)C)NC(=O)OC(C)(C)C
 : -4	1	-2	0.2	4	7	-5	.	5	-2
Cc1ccccc1S(=O)(=O)Nc1ncc(C(F)(F)F)cc1Cl
 : 14	1	4	-2.9	6	3	-2	2	-1	-10
CCOc1ccc(NC(=O)c2ccc(F)c(S(=O)(=O)N3CCN(c4ccccn4)CC3)c2)cc1
 : 12	1	1	-3.1	-2	-1	2	-7	-5	2
C=CCOc1ccc(CNC(C)(C)C)cc1OC
 : 1	13	-1	0.7	-1	0	-4	-5	1	1
CC1(NC(=S)Nc2ccc3ccccc3c2)CCS(=O)(=O)C1 (stereo not given)
 : 2	-3	1	-2.0	3	-3	-1	3	3	4
COCCN(C(=O)CSc1nnc(C)n1-c1ccccc1)c1c(N)n(Cc2ccccc2)c(=O)[nH]c1=O
 : 0	6	-1	-4.5	-3	-2	2	0	-1	-3
O=c1c2cc(NC(=S)NCCN3CCCCCC3)ccc2nc2n1CCCCC2
 : 2	0	-1	1.1	-1	0	0	1	4	6
CCCCCOC(=O)C1C2C=CC3(CN(c4ccccc4C)C(=O)C13)O2 (stereo not given)
 : -6	11	-2	1.6	-1	0	1	0	1	-4
CCC(=O)Nc1ccc2c(c1)ncn2CCc1ccccc1
 : -2	4	-3	-0.1	10	-2	-1	3	0	1
N#Cc1ccccc1NC(=O)CNc1ccccc1N1CCCCC1
 : -1	-9	0	1.6	3	1	0	-7	-3	-5
COC(=O)c1ccccc1NC(=O)CSc1nc2ccsc2c(=O)n1Cc1ccc(C(=O)O)cc1
 : 6	1	0	-1.3	5	2	-9	-6	6	-2
COc1ccccc1NS(=O)(=O)c1ccc2oc(SCC(=O)N3CCNC3=O)nc2c1
 : 6	7	2	-3.6	-2	0	2	-2	-8	4
CC(C)(C)c1ccc(/C=C/C(=O)N2CCCCC2)cc1
 : -9	12	-1	-1.1	0	-1	3	-14	3	9
OCc1nc2ccccc2n1CCc1ccccc1
 : -1	23*	3	-1.6	2	3	1	0	-1	1
CCCCc1nnc(NC(=O)CS(=O)(=O)Cc2ccccc2)s1
 : 12	3	8	0.1	3	4	-3	3	-9	-2
Cc1c(C(=O)Nc2ccccn2)oc2ccccc12
 : -1	-1	1	-0.8	-1	3	-4	-13	0	0
COc1ccc(NC(=O)c2nnn(Cc3ccc(SC)cc3)c2N)c(OC)c1
 : 5	2	-1	-0.1	-10	-4	-3	-7	-4	4
COc1cccc(/C=C/C(=O)NNC(=O)CCN2CCN(Cc3ccccc3)CC2)c1
 : -11	-10	-1	0.9	1	3	-3	-1	8	-6
Cc1ccccc1S(=O)(=O)c1c(C)cc(C)n(C(C)C)c1=O
 : -2	4	-2	0.7	-1	4	0	2	5	1
Cc1cccc(-c2cc(N)n(-c3ccccc3)n2)c1
 : 1	6	-3	0.0	-2	3	-2	-5	-3	0
CCOC(=O)N1CCN(Cc2ccc(OCC(O)CN3CCCCC3)cc2)CC1 (stereo not given)
 : -10	-6	3	-0.5	-5	-1	1	-1	2	1
O=C(CSc1nc2ccccc2c(=O)n1-c1ccccc1)N1CCC1
 : 0	-5	1	-1.3	-3	1	-5	8	-2	1
CC1(C)CC(=O)C(C(=S)Nc2ccccc2)=C(NCCN2CCOCC2)C1
 : -2	-3	3	-2.5	-4	3	-1	-2	-3	5
Cc1ccc(CNC(=O)COC(=O)[C@@H]2CC(O)CN2S(=O)(=O)c2ccc3c(c2)OCCO3)cc1 (stereo not given in full)
 : -1	1	-1	-1.3	-1	3	6	-3	-6	-2
COc1ccc(OC)c(-c2nn(-c3ccccc3)cc2C(=O)NCC(c2ccco2)N2CCCC2)c1 (stereo not given)
 : 0	-2	13	-2.0	-2	4	-3	-11	1	2
CCOC(=O)C1CCCN(c2c(N3CCN(c4cccc(Cl)c4)CC3)c(=O)c2=O)C1 (stereo not given)
 : 0	-1	2	-0.3	3	3	-6	4	3	-2
CCOc1ccc(-c2cccc(NS(=O)(=O)c3cccc([N+](=O)[O-])c3)c2)nn1
 : 21	-3	1	0.6	-1	-2	-6	-4	3	-6

The list goes on; the last 2 above are carried over.
Each structure is followed by: rCAG RNA binder	TCR-CD3 inh	UHRF1 MBD2 ctr	PG9 Ab binder	PRMT1 FP inh	MBD2 DNA inh	Rev-erbA mod	HTRA1 inh	ABHD4 inh	LEDGF integ inh
CCOC(=O)C1CCCN(c2c(N3CCN(c4cccc(Cl)c4)CC3)c(=O)c2=O)C1 (stereo not given)
 : 0	-1	2	-0.3	3	3	-6	4	3	-2
CCOc1ccc(-c2cccc(NS(=O)(=O)c3cccc([N+](=O)[O-])c3)c2)nn1
 : 21	-3	1	0.6	-1	-2	-6	-4	3	-6
COc1ccc(OCC(=O)NNC(=S)NC(=O)c2ccc([N+](=O)[O-])cc2)cc1
 : 12	12	2	1.6	19	-4	-1	4	1	1
CCOC(=O)c1cnc2cc(-c3ccc(C(C)(C)C)cc3)nn2c1N
 : 3	2	-2	0.3	0	4	8	-1	-6	2
CCCn1c(SC(C)C(=O)NCC2CCCO2)nc2sc3c(c2c1=O)CCC3 (stereo not given)
 : 0	10	0	-2.1	-4	-1	1	0	-4	0
Cc1ccc(C(=O)OCC(=O)Nc2ccc3[nH]c(=O)[nH]c3c2)cc1[N+](=O)[O-]
 : 4	-1	6	-0.6	7	6	-2	1	-25	-3
Cc1cc(N2CCCC2)nc2ccc(NC(=S)NC(C)C)cc12
 : 0	-1	1	-2.1	0	-1	-2	12	-9	-2
Nc1ccc(C(=O)Nc2ccc3c(O)cc(S(=O)(=O)O)cc3c2)cc1
 : 20	7	2	-1.9	7	0	-4	6	36*	6
CN(Cc1ccccc1)C(=O)COc1cccnc1[N+](=O)[O-]
 : 0	-3	2	0.1	1	2	-3	4	-2	-6
Cc1cc(=O)[nH]c(SCc2ccc(Cl)cc2)n1
 : -6	-7	-1	-2.0	-7	-6	4	6	-4	1
CCC(c1nnnn1CCc1ccccc1)N1CCN(C(=O)c2ccco2)CC1 (stereo not given)
 : 5	1	-5	0.5	-3	2	0	-1	-1	3
O=c1[nH]cc(COCC(F)CCl)c(=O)[nH]1 (stereo not given)
 : -4	-6	7	-1.0	1	3	7	13	-1	-1
OC(COCc1ccc2c(c1)OCO2)CN1CCCCC1 (stereo not given)
 : -1	2	-1	1.2	1	-3	0	-14	-1	2
COc1ccc(C(C(=O)Nc2ccc(F)cc2)N2CCN(c3cccc(C(F)(F)F)n3)CC2)cc1 (stereo not given)
 : 3	3	0	0.1	1	5	-3	.	-23	-2
c1ccc(COC2COC3C(OCc4ccccc4)COC23)cc1 (stereo not given)
 : -1	8	-1	0.0	4	3	7	2	3	-3
O=[N+]([O-])c1ccc(NCCCO)c(S(=O)(=O)N2CCOCC2)c1
 : 1	4	-2	-0.2	0	-6	5	3	1	1
O=C1N(c2ccccc2C(F)(F)F)O[C@]1(c1ccccc1)C1CCCCC1
 : -3	-3	5	-0.2	3	0	-9	-9	2	-1
Cc1ccc(C2Nc3ccccc3C(=O)N2CCCN2CCOCC2)cc1 (stereo not given)
 : -2	2	0	-1.7	-1	-6	4	0	2	-1
O=C(NCC(=O)N1CC(O)CC1C(=O)N1CC(O)CC1C(=O)OCc1ccccc1)OCc1ccccc1 (stereo not given)
 : -4	4	1	-0.4	1	1	6	1	-1	2
O=C(COC(=O)/C=C/c1ccccc1[N+](=O)[O-])NCC(F)(F)F
 : 0	0	0	0.5	0	2	-2	-2	3	-4
COc1ccc(CNC(=O)C2CSCCS2)cc1 (stereo not given)
 : 0	-2	-2	1.2	-3	2	-4	-2	9	-2
CC(=O)Nc1ccc(NC(=O)CN(c2cc(Cl)ccc2Cl)S(C)(=O)=O)cc1
 : 1	4	2	-1.0	4	3	6	3	-6	-6
Nc1sccc1C(=O)N1CCN(c2ccccc2)CC1
 : 10	-7	-7	-1.2	6	3	-5	.	8	1
O=C(c1cncc(Br)c1)N1CCN(S(=O)(=O)c2ccc3ccccc3c2)CC1
 : 2	-1	4	-2.3	2	-1	0	-9	-1	23*
Cc1ccnc(NC(=O)c2cc(-n3cnnc3)ccc2Cl)c1
 : 0	4	3	-0.3	1	1	3	-2	1	3
CCCNS(=O)(=O)c1ccc(CCC(=O)N2CCN(CC)CC2)cc1
 : -3	-3	9	1.3	6	3	0	-1	-6	-4
O=C(CNC(=O)c1cc2c(s1)CCC2)Nc1ccccc1Br
 : 7	1	1	2.0	2	5	-7	-9	-2	-5
CSc1ncccc1C(=O)N1CCCC(N2CCN(c3ccccc3F)CC2)C1 (stereo not given)
 : -5	0	0	-0.2	0	-5	-4	-4	1	1
Cc1nnc(SCC(=O)Nc2ccccc2F)n1-c1ccc(F)cc1
 : -4	-2	-1	0.3	-7	0	1	-3	-3	6
OC(CNCc1ccccc1Cl)COc1ccc(F)cc1 (stereo not given)
 : 3	0	-1	-2.7	-2	-1	-1	1	-2	-1
COC(=O)c1cc2c(c3c4cc(OC)ccc4n(S(=O)(=O)c4cccc(C)c4)c13)C(=O)N(Cc1ccc(N(C)C)cc1)C2
 : 16	4	-2	-2.4	-4	-2	0	.	-1	-1
CN(Cc1ccccc1)C(=O)c1csc([C@@H]2O[C@H](CO)[C@H](O)[C@H](O)[C@H]2O)n1
 : 0	2	1	-1.4	-2	1	-7	.	5	-3
COc1ccc(C2NCCCC2c2ccccc2)cc1 (stereo not given)
 : 2	6	2	1.2	-3	0	-6	-3	1	3
O=C(NC1CC1)c1ccc(CS(=O)(=O)c2c(Cl)cccc2Cl)o1
 : 1	6	0	-0.1	1	2	-8	-2	4	1
O=C(O)c1cccc(S(=O)(=O)Nc2ccc([N+](=O)[O-])cc2O)c1
 : -2	-4	4	2.0	5	-2	-3	-2	10	-1
COc1ccc(OC)c(NC(=O)C2CC(=O)N(Cc3ccco3)C2)c1 (stereo not given)
 : 1	-8	1	0.0	6	3	-1	0	-2	-6
COc1ccc(S(=O)(=O)Nc2ccc3c(c2)CC(=O)N([C@@H](C)CO)C[C@H](C)[C@@H](CN(C)S(=O)(=O)c2ccc(F)cc2)O3)cc1
 : 7	3	8	3.5	-1	2	3	-8	-4	0
O=C(Nc1cccc([N+](=O)[O-])c1)C1COc2ccccc2O1 (stereo not given)
 : 3	-7	8	-0.2	4	5	3	-1	-4	1
O=C(Nc1ccc(Cl)cc1)N1CCSc2ccccc21
 : 5	4	1	0.2	0	0	1	-4	7	-1
CCN(CC)C(=O)c1cccc(NC(=O)c2cc(C3CC3)nc3c2cnn3C(C)C)c1
 : 1	-1	2	-0.2	-3	-4	-2	-28	-3	3

Compound activity deposited in PubChem BioAssay by several laboratories.
